Assay outcomes: PubChem, several laboratories
HIF activator – HIF pathway transcriptional activation; hit rate 0.32% among 300,000; U2OS HRE-luciferase reporter, luminescence; normalized: DMSO 0%, desferrioxamine 100%; AID 1910; activation, % at 7.5 µM (by protocol);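 active = mean activation of at least 10% of the iron chelator positive control signal, with at least half of replicates also reaching 10%; inconclusive = mean and replicate majority disagree about reaching 10%; inactive = mean and most replicates under 10%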
IEC-6 cytotox – counter-screen for KLF5 inhibitors: cytotoxicity in IEC-6 cells. IEC-6 cytotoxicity, luminescence viability. inhibition, % at 5 µM. hit rate 0.78% among 290,000. AID 1825; in the data active = inhibition above about 22%;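 note: 0% = plate median of test compound wells and 100% = cytotoxic reference compound wells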
HSP90 refold inh – inhibitors of HSP90 luciferase refolding in rabbit reticulocyte lysate. luciferase refolding luminescence, 3 h. hit rate 0.91% among 290,000. AID 1789. inhibition, % at 5.6 µM;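 active = inhibition above the screen-wide mean plus 3 SD, computed separately per campaign, cut at about 16% in these data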;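 note: 0% = DMSO wells and 100% = 60 µM geldanamycin wells; inhibitors lower the luminescence because luciferase stays unfolded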
AI-2 QS mod – Vibrio harveyi AI-2 quorum sensing modulation; Vibrio harveyi JMH597 AI-2 luminescence/OD600 ratio, 9 h; active compounds read low; strain lacks LuxN and CqsS sensors; 0 = neutral-control median; activity change, % at 7.5 µM; hit rate 0.4% among 300,000; in the data active = activity change below about -75%, passing the limit was not always enough; inconclusive = no clear call, values can overlap the other calls;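 note: luminescence divided by OD600 gain over 9 h not by final OD600 alone; inactives centre near 13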
Platelet DG rel – modulates dense granule release in human platelets; inhibition, %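 (compounds screened at 7.5 µM in platelet-rich plasma)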; hit rate 0.22% among 300,000; AID 1663; human platelet-rich plasma, SFLLRN dense granule ATP release, luminescence;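 active = mean replicate score, as percent of positive control, at or above 50; inconclusive = mean below 50 but at least one replicate at or above 50; inactive = mean and every replicate below 50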
HDAC3 inh – inhibitors of human histone deacetylase 3; O15379; recombinant HDAC3, fluorogenic peptide/trypsin coupled, fluorescence; inhibition, % at 8.3 µM; hit rate 0.15% among 320,000; in the data active = inhibition above about 26%, passing the limit was not always enough; inconclusive = no clear call, values can overlap the other calls
Target sequence (O15379 whole entry, looked up): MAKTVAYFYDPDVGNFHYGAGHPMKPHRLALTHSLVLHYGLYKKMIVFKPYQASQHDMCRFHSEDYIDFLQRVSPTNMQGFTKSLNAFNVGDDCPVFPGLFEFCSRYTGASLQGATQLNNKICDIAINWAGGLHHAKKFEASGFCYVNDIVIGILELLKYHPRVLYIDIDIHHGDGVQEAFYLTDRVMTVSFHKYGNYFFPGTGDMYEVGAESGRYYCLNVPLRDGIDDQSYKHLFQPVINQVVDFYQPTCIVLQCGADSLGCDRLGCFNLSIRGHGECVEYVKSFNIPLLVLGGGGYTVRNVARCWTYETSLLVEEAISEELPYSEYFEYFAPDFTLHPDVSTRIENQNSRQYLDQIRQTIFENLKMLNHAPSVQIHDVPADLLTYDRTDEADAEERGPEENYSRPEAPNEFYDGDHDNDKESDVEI
KLF5 inh – inhibitors of KLF5 expression | DLD-1 KLF5 promoter-luciferase reporter, luminescence | hit rate 0.23% among 290,000 | inhibition, % at 5 µM | AID 1700;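 active = inhibition above a per-plate limit of that plate's mean compound inhibition plus 3 SD, cut at about 60% in these data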;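 note: 0% = DMSO wells and 100% = LY294002 at 200 µM; higher means less KLF5 promoter-driven luciferase light; inactives centre near -14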
HSF1 inhib – HSF1 inhibition; NIH3T3-HGL HSE-luciferase, MG132-induced, luminescence 8 h; active compounds read low; activity change, negative = inhibition, % at 7.5 µM (by protocol); hit rate 0.77% among 300,000;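 active = more than half of replicate wells show activity change below -50%, luminescence cut by over half; inconclusive = some wells, but at most half, below -50%; inactive = no replicate well below -50%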;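 note: luciferase reports HSF-1 transcriptional activity via heat shock element; 0% = median of DMSO wells and -100% = zero luminescence signal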
HSF-1 act – increases HSF-1 driven luciferase reporter signal; NIH3T3-HGL HSF-1 luciferase reporter, MG132, 8 h; 100% = twice DMSO control signal; activation, % at 9 µM; hit rate 1.7% among 300,000;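 active = mean replicate activation of at least 50% with a set share of replicates each reaching 50%; inconclusive = only one of those two conditions met; inactive = mean below 50% and too few replicates reaching it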;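 note: 0% = median of the neutral control wells and 100% = twice that signal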
aSyn 5UTR inh – MLPCN primary screen, SNCA 5' untranslated region; inhibition, % (tested at 7.5 µM); alpha-synuclein 5'UTR reporter, inhibitor activity; hit rate 0.82% among 300,000; in the data active = inhibition above about 60%; inconclusive = no clear call, values can overlap the other calls;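 note: H4 neuroglioblastoma cells stably carrying SNCA 5'UTR luciferase fusion; 0% = DMSO wells and 100% = positive control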
Numbers without * were called inactive; ? = inconclusive; · = not tested or not shown.

SMILES	HIF activator	IEC-6 cytotox	HSP90 refold inh	AI-2 QS mod	Platelet DG rel	HDAC3 inh	KLF5 inh	HSF1 inhib	HSF-1 act	aSyn 5UTR inh
O=C(CN1C(=O)CNC1=O)Nc1ccc(Cl)cc1	0.2	6	-2	5	-7	-1	-60	-4	7	0
CCOC(=O)c1c(S(=O)(=O)NCC(=O)Nc2cccc(C)n2)c(C)n(C)c1C	0.4	-7	-3	15	6	-3	-22	-2	7	2
COc1ccc(S(=O)(=O)N(CC(C)C)C2CCS(=O)(=O)C2)cc1OC (stereo not drawn)	0.0	·	·	-3	-10	3	·	1	-12	8
CCn1c(=S)[nH]c2nc3c(cc2c1=O)CCCC3	0.6	4	-2	16	6	3	-23	12	3	-37
COc1cc(OC)c(-c2nc(-c3ccncc3)no2)cc1OC	0.3	-4	-1	28	-2	4	-26	0	10	-21
Cc1cnc(NC(=O)CSc2nnc(COc3ccccc3)o2)s1	0.2	2	-1	-10	-3	1	-11	10	0	9
Cc1ccccc1CN1CCN(CC(=O)NCc2ccc3c(c2)OCO3)C1=O	-0.2	-4	2	-5	0	-1	-14	-5	2	-2
Cc1cc(Br)cc(Br)c1OCC(=O)NNC(=O)c1ccoc1C	-0.1	3	10	32	-23	0	-9	-12	-14	5
CCOc1ccccc1NC(=O)N1CCCC1C(=O)Nc1ccc(-n2cnnn2)c(C)c1 (stereo not drawn)	-0.4	2	5	-4	-3	-7	-3	6	3	8
Cc1cccc(C(=O)N[C@H](C(=O)OCc2cc(=O)n3c(n2)sc2ccccc23)C(C)C)c1	0.0	-3	-1	19	-16	2	-24	8	25	-3
CC(=O)Nc1ccc2nc(NC(=O)COc3ccccc3Cl)sc2c1	2.0	-1	-2	4	-20	8	-75	17	15	-69
Cn1c(NCc2c[nH]c3ccccc23)nc2ccccc21	3.4	7	4	3	6	3	-62	13	20	-98
CCOC(=O)c1c(C)[nH]c2cc(Br)c(O)cc12	3.0	3	-2	14	-4	-2	1	4	-1	-92
O=C(COC(=O)C1CCC1)Nc1ccccc1Sc1ccccc1	-0.5	4	-1	16	-3	-4	-20	3	-7	12
COC(=O)c1ccc(CN2CCN(CCC(C)C)C(CCO)C2)cc1 (stereo not drawn)	-0.4	-3	1	11	11	-1	-20	-10	10	-13
CCOc1ccc(NC(=O)C(CC(=O)O)Cc2ccc(C)cc2)cc1 (stereo not drawn)	-1.2	-3	4	10	0	15	-8	-4	11	-4
CCN(CC)S(=O)(=O)c1ccc(C)c(NC(=O)CN(C)C)c1	-0.3	3	49*	-6	-8	-3	-8	3	10	-20
Cc1[nH]c(=O)[nH]c(=O)c1/C=N/NC(=O)[C@@H](NC(=O)OC(C)(C)C)C(C)C	0.1	-2	-3	21	43	3	-43	-3	-2	0
O=C(COC(=O)c1cc2ccccc2cc1O)Nc1cccnc1Cl	-1.3	-2	-3	32	-5	5	-6	-4	19	-49
O=C(NNC(=S)Nc1ccccc1)c1cccc(S(=O)(=O)N2CCOCC2)c1	1.0	-2	-3	-3	-18	1	-117	-7	-14	-26
CC1CN(C2CC(C)(C)NC(C)(C)C2)CCC1=O (stereo not drawn)	-0.8	5	1	8	0	-6	1	6	23	-2
NS(=O)(=O)c1cccn1-c1ncc(C(F)(F)F)cc1Cl	-15	-4	6	13	2	-3	-9	0	0	21
Cc1ccc(C)c(NC(=S)N2CCN(c3cccc(C(F)(F)F)c3)CC2)c1	-0.1	0	-3	20	4	-9	-14	-6	-9	8
COCC(C)(C)COS(N)(=O)=O	-0.3	-8	-4	25	-1	-16	-17	-5	7	11
COc1ccc(CNCc2ccc(C(F)(F)F)cc2)cc1OC	0.1	-8	-2	1	9	-5	-15	2	5	2
COc1ccc(Cc2nc3ccccc3[nH]c2=O)cc1	-0.2	5	2	13	-2	-7	-20	0	2	6
COc1ccc(C([O-])=Nc2ccc[n+](-c3nc4ccccc4nc3NS(=O)(=O)c3ccccc3)c2)cc1	0.3	-2	2	25	3	2	6	-2	-15	84*
Cc1ccc(C(=O)OCC(=O)NCc2ccco2)cc1S(=O)(=O)N1CCOCC1	-0.3	·	·	23	-2	0	·	1	-1	-2
CN(CC(=O)Nc1ccc2c(c1)OCO2)S(=O)(=O)c1cccs1	1.5	-2	2	·	-5	4	-77	12	-5	-76
CC(=O)c1cccc(S(=O)(=O)N2CCCC(c3nc4c(nnn4Cc4ccccc4Cl)c(=O)[nH]3)C2)c1 (stereo not drawn)	0.5	-4	8	9	14	·	-4	-1	10	15
COc1ccc(CNC(=O)/C=C/c2cc3c(cc2Br)OCO3)cc1	-0.3	1	1	16	-9	8	-9	5	-2	-21
CN(C)CCN(C(=O)c1ccc2ccccc2c1)c1nc2c(F)cc(F)cc2s1	0.8	4	-2	17	3	?	-11	6	-8	-8
C/C(O)=C(\C#N)c1nnc2n1CCCCC2	-0.4	0	-2	13	5	-4	0	-2	9	11
CN(Cc1ccccc1)C(=O)COC(=O)c1ccc2c(c1)OCO2	0.3	1	3	11	2	-1	-20	8	23	-24
COc1ccc(Cl)cc1NC(=O)c1noc2c1CCCC2	0.2	0	1	23	0	6	-24	-9	-27	-33
Cc1ccc(NC(=O)CN2C(=O)NC(C)(c3ccc(Cl)cc3)C2=O)cc1S(=O)(=O)N1CCOCC1 (stereo not drawn)	1.3	-1	-4	12	-7	-4	-15	-1	14	24

Records above shown as hits in HSP90 refold inh:
Compound,HSP90 refold inh,AI-2 QS mod,Platelet DG rel,HDAC3 inh,KLF5 inh,HSF1 inhib,HSF-1 act,aSyn 5UTR inh
CCN(CC)S(=O)(=O)c1ccc(C)c(NC(=O)CN(C)C)c1,49*,-6,-8,-3,-8,3,10,-20

Going on with the list.
SMILES	HIF activator	IEC-6 cytotox	HSP90 refold inh	AI-2 QS mod	Platelet DG rel	HDAC3 inh	KLF5 inh	HSF1 inhib	HSF-1 act	aSyn 5UTR inh
CC(SCc1cn2cc(Cl)ccc2n1)C(=O)O (stereo not drawn)	0.3	0	2	6	0	4	-37	3	-10	-9
O=C(Nc1ccccc1F)c1ccc(CN2CCc3ccccc3C2)cc1	1.1	2	2	1	4	0	-29	-5	12	-48
Cc1cc(C)nc(SCCn2c(N3CCOCC3)nc3c2c(=O)[nH]c(=O)n3C)n1	-1.0	2	3	26	10	-9	-7	-4	0	5
O=C(OC1CCCCC1=O)c1ccc(S(=O)(=O)Nc2ccccc2)cc1 (stereo not drawn)	0.0	2	-3	7	5	8	-7	-7	13	4
O=C(Nc1cc([N+](=O)[O-])ccc1O)c1cccc(NC(=O)c2ccco2)c1	0.3	14	4	-8	3	9	-5	0	-8	-3
C=CCn1c(SCC2CCCCO2)nc2sc(CC)cc2c1=O (stereo not drawn)	0.0	4	4	1	0	·	-1	0	2	36
COc1ccc(CNC(=O)C2CCN(S(=O)(=O)c3cccnc3)CC2)cc1	·	-1	1	-48	-2	-5	-24	1	9	-30
CCOC(=O)C1=C(N)OC(CCl)=C(C#N)C1c1ccsc1 (stereo not drawn)	-0.9	-7	3	24	-8	·	0	2	-8	9
COCCCn1c(SCC(=O)NC(C)(C)C)nnc1-c1ccccc1	-0.1	2	4	11	13	0	13	-7	-8	9
Cc1cccc(-c2noc(CN(C(=O)CCc3ccccc3)C(C)C)n2)c1	-0.1	-3	-2	-7	-5	5	-5	16	27	3
CC(C)Cn1c(N)c(S(=O)(=O)c2cccs2)c2nc3ccccc3nc21	0.2	0	0	12	2	·	4	-1	-26	15
O=C(/C=C/c1cccs1)NC1CCCC1	-0.2	1	0	20	-5	10	-55	-4	6	-58
NC(=O)c1ccccc1NS(=O)(=O)c1ccccc1	-0.1	-4	-2	24	4	-4	8	-1	5	10
CCCCn1c(N)c(N(Cc2ccccc2OC)C(=O)COc2ccccc2OC)c(=O)[nH]c1=O	0.0	·	·	4	9	·	·	-6	-5	-8
CCN(CC)c1c([N+](=O)[O-])c(=O)oc2ccccc12	0.2	-6	-4	8	3	-2	-20	2	15	-4
OCCN(Cc1ccccc1)Cc1ccc(F)c(F)c1	-0.4	-2	1	27	4	2	-5	0	2	3
CCOC(=O)CN(C)Cc1cn(C)nc1-c1ccc(Oc2ccccc2)cc1	0.0	-1	0	4	-3	7	-12	3	1	11
CCN(C(=O)c1ccccc1)c1ccc([N+](=O)[O-])cc1	-0.7	-6	1	19	-14	0	5	9	3	28
CCc1ccc(NC(=O)CSc2nnc(CNC(=O)c3ccc(OC)cc3)o2)cc1	0.5	5	-2	14	3	-4	-41	0	2	37
COc1ccc2sc(N(CCN(C)C)C(=O)c3ccc4ccccc4c3)nc2c1	1.1	-2	1	-6	6	2	-25	-3	-7	-5
Cc1cccc2cc(CN(Cc3ccccc3)C(=S)NCCCN(C)C)c(=O)[nH]c12	1.7	4	-2	7	2	11	-31	-74*	-78	-14
c1cncc(-c2nc(N3CCCCCC3)c3ccccc3n2)c1	0.1	0	1	10	3	4	-6	-8	6	32
O=C1c2ccccc2C(=O)N1c1ccc(Cc2ccncc2)cc1	-0.6	6	-2	-38	0	-5	4	-5	5	21
O=C1C2C3C=CC(CC3)C2C(=O)N1c1ccc([N+](=O)[O-])cc1 (stereo not drawn)	-0.9	-2	4	7	-5	-7	-29	-8	-8	-7
O=Cc1ccc2c(c1)CCN2Cc1ccccc1	-0.2	-3	0	-17	3	4	-22	27	14	19
CCc1sc(C(=O)N2CCCN(C)CC2)cc1Br	-1.6	6	4	10	7	-6	-7	2	27	14
COc1ccc(C(=O)NC(C)CCc2ccccc2)cc1 (stereo not drawn)	0.8	7	5	-15	2	-6	-15	1	-3	-60
COc1cccc(-c2c(C(=O)N/N=C/c3cccs3)nnn2-c2nonc2N)c1	·	-4	4	21	6	4	-27	7	20	19
COc1ccc(N=C(c2ccccc2)c2c(C)[nH]n(-c3ccccc3)c2=O)c(OC)c1	0.0	1	2	21	5	12	-32	-5	-18	10
CN(C)CCN1C(=O)C(O)=C(C(=O)c2ccco2)C1c1ccccc1F (stereo not drawn)	0.1	2	3	17	-3	·	-17	-2	-1	-7
COc1ccc2cc(C(=O)Nc3ccc(Cl)cc3)sc(=O)c2c1OC	·	6	-2	20	-7	1	-6	·	·	-13
COc1ccc(OC)c(C(=O)CSc2nc3c(c(=O)n(C)c(=O)n3C)n2C(C)C)c1	-0.1	2	5	13	3	·	-2	2	-4	29
Cc1cc(N2CCOCC2)n2nc(C(F)(F)F)c(-c3ccccc3)c2n1	2.1	-3	2	23	3	-23	-9	-6	-6	13
COc1ccccc1C(=O)Nc1ccc(NC(=O)C2CCCCC2)nc1	1.7	-2	-3	6	-4	-3	-51	-7	15	-48
CCCn1nnnc1SCC(=O)N(C(C)C)C(C)C	-22	-5	2	8	-11	0	-28	1	24	3
COc1ccc(CN2C(=O)c3cccnc3C2=O)cc1S(=O)(=O)NCc1ccc(C)o1	-0.3	-1	2	26	-9	-1	-30	-2	19	3
CC(C)(C)C(=O)Nc1c(Br)c(C2CC2)nn1-c1ccccc1	-0.5	-7	-1	16	2	11	-24	1	1	-1
Cc1c(CN2CCCCC2)c(O)n(CCO)c(=O)c1C#N	-0.2	1	-6	21	8	-2	-19	4	1	6
CCOC(=O)N1CCC(NC(=O)CC2C(=O)NCCN2Cc2ccccc2F)CC1 (stereo not drawn)	0.5	0	-5	2	1	-3	-22	1	-12	-4
